BioA inh: inhibitors of Mycobacterium tuberculosis BioA enzyme | 360,000 compounds, 0.096% hits | purified M. tuberculosis BioA enzyme, plate reader | inhibition, % at 9.99 µM; in the data active = inhibition above about 40%; inconclusive = no clear call, values can overlap the other calls
GDH-TPI inh: GDH-TPI coupled enzyme inhibition counter-screen; GDH-TPI coupled enzyme counterscreen, NADH absorbance; inhibition, % at 4.8 µM; 360,000 compounds, 1.2% hits;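 note: 0% = DMSO wells and 100% = wells lacking the enzyme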
BoNT F protease: BoNT F light chain protease inhibition; Multiplex microsphere protease cleavage assay, flow cytometry; inhibition, % at 10 µM; 360,000 compounds, 0.22% hits; AID 588497; in the data active = inhibition above about 35%, passing the limit was not always enough; inconclusive = no clear call, values can overlap the other calls; note: plate controls were buffer without enzyme for full effect and enzyme alone for no effect
FBA Mtb inh: inhibits M. tuberculosis FBA enzyme. P9WQA3. purified M. tuberculosis FBA, fluorescence read-out. inhibition, % at 1 µM. 360,000 compounds, 2.3% hits. AID 588726; in the data active = inhibition above about 27%;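 note: 0% = vehicle and 100% = reference inhibitor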
VHR inh abs: DUSP3 (human) phosphatase inhibition. inhibition, % at 13.3 µM. 290,000 compounds, 0.52% hits. recombinant VHR phosphatase, pNPP absorbance; in the data active = inhibition above about 50%; note: some compounds called inactive have numbers as strong as hits
Target sequence (P51452 whole entry, looked up): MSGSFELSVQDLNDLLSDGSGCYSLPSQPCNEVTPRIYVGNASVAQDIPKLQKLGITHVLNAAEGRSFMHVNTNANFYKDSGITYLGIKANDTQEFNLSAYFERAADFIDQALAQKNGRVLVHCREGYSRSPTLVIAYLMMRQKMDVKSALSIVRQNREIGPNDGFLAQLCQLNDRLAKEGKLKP
FadD28 FP inh: M. tuberculosis FadD28 bisubstrate binding inhibition. FadD28 bisubstrate probe binding, fluorescence polarization. inhibition, % at 12.5 µM. 360,000 compounds, 0.22% hits. AID 588549; in the data active = inhibition above about 8.5%, passing the limit was not always enough; inconclusive = no clear call, values can overlap the other calls
Rv3671c protease: inhibits the M. tuberculosis serine protease Rv3671c. P9WHR9. inhibition, % at 5.96 µM. 320,000 compounds, 0.048% hits. AID 2606; in the data active = inhibition above about 38%;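 note: extracellular domain of Rv3671c used as enzyme; 0% = enzyme with DMSO and 100% = no enzyme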
Target sequence (P9WHR9 whole entry, looked up, the tested form may be a part): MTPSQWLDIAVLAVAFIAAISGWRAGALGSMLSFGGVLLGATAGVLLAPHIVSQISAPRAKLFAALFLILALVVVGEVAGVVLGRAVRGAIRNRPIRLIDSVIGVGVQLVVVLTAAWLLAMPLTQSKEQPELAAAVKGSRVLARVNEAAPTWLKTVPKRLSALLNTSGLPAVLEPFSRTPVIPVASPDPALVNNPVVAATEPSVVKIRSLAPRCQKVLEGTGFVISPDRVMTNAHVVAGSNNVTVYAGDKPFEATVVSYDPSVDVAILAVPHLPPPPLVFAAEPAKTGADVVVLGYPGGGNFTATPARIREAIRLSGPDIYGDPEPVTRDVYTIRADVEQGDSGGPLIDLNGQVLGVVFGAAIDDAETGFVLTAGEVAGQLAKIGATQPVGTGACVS
MazEF act: activators of E. coli MazEF toxin-antitoxin RNase. 350,000 compounds, 0.32% hits. FAM/BHQ RNA-DNA oligo cleavage fluorescence, 5 h. activation, % at 20 µM; in the data active = activation above about 50%
Target sequence (P0AE70 whole entry, looked up): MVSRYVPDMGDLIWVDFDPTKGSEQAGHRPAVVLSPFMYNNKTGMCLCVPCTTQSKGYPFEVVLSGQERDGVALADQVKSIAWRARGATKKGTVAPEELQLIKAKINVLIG
CCHFV vOTU inh: blocks the CCHF virus ovarian tumor domain protease. inhibition, % at 11.5 µM. CCHFV vOTU protease, Pep-AMC fluorescence. 370,000 compounds, 0.55% hits. AID 651958; note: 0% = vehicle wells with enzyme and 100% = no enzyme wells
UGM FP inh: inhibitors of M. tuberculosis UDP-galactopyranose mutase | P9WIQ1 | purified UGM, fluorescence polarization probe displacement | inhibition, % at 10 µM | 320,000 compounds, 0.06% hits; in the data active = inhibition above about 10%, passing the limit was not always enough; inconclusive = no clear call, values can overlap the other calls
Target sequence (P9WIQ1 whole entry, looked up): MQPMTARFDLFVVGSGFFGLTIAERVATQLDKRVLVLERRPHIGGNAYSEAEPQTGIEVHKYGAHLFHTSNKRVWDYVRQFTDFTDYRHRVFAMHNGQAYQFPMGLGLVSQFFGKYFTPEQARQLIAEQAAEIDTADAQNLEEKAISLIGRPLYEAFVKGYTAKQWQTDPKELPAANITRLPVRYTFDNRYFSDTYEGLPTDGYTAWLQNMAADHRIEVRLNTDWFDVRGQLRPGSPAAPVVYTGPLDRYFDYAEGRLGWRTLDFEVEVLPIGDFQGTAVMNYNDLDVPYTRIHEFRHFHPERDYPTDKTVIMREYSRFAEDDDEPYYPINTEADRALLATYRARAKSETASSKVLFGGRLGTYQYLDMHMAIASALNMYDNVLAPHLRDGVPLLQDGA
Starred values were filed as active, the others as inactive; ? = inconclusive; nt = no result given. Cut-off read from the data, not from the text of the source, unless noted: active = inhibition above about 30%; inactive = the rest.

SMILES	BioA inh	GDH-TPI inh	BoNT F protease	FBA Mtb inh	VHR inh abs	FadD28 FP inh	Rv3671c protease	MazEF act	CCHFV vOTU inh	UGM FP inh
CCOC(=O)Cn1nnnc1C(CC)N(Cc1cccs1)Cc1cc2ccc(OC)cc2[nH]c1=O (stereo not drawn)	1.9	12.6	4.2	8.4	20.0	-5.7	-15.0	-3.3	4.6	1.6
C=CCn1c(CNC(=O)c2ccccc2C)nnc1SCC(=O)NC1CCCC1	0.1	-1.2	14.0	-3.6	20.7	0.1	-3.5	6.1	-8.2	0.4
CCc1cc(=O)oc2cc(C)cc(OC(C)C(=O)NCC(O)c3ccccc3)c12 (stereo not drawn)	0.8	-6.8	5.0	58.6*	0.4	-2.8	8.6	7.2	-2.8	0.6
COc1ccc(/C=C2/C(=O)ON=C2C)cc1Cl	-1.5	1.0	-13.2	1.5	-16.2	-1.5	11.8	-5.7	-8.0	-0.2
O=c1cc(Cc2ccc([N+](=O)[O-])cc2)[nH]c(=O)[nH]1	nt	4.1	0.1	-0.3	nt	-1.0	nt	-0.8	11.9	nt
COc1ccc(NS(=O)(=O)c2cccc(Cl)c2)cc1S(=O)(=O)N1CCCCC1	-1.7	1.2	4.3	-1.6	4.6	1.6	-5.3	-4.6	-13.7	4.1
CC(OC(=O)c1cnccn1)C(=O)Nc1nc(-c2cccc([N+](=O)[O-])c2)cs1 (stereo not drawn)	0.1	1.6	16.4	4.3	nt	-1.0	7.0	7.4	14.7	nt
COc1ccc(C(=O)Nc2cc(Cl)ccc2C(=O)O)cc1	nt	11.6	6.8	10.1	-7.7	-14.7	-11.8	-5.1	2.0	5.0
CN(CC(=O)Nc1cccc(F)c1)C(=O)c1ccc2c(c1)CC(c1ccccc1)OC2=O (stereo not drawn)	2.5	0.0	-1.0	3.6	nt	-2.2	nt	-0.7	1.3	nt
Cn1cnc(S(=O)(=O)N2CCN(c3ccccc3)CC2)c1	-4.6	0.9	-4.5	7.8	18.4	-0.2	-6.8	-22.0	-5.6	-0.7
CCc1noc(C)c1C(=O)N1CC(C)OC(C)C1 (stereo not drawn)	1.1	-5.1	nt	-0.8	11.3	0.3	1.7	-1.0	-4.0	-0.2
O=C(Nc1cccc(S(=O)(=O)NC2=NCCC2)c1)c1ccc(F)cc1	-1.0	3.2	16.4	-1.0	nt	-0.7	9.8	4.6	-4.1	-0.9
Cc1cc2c(=O)cc(-c3ccccc3)oc2c(C(=O)O)c1C	nt	nt	4.4	38.7*	nt	-3.5	nt	nt	-1.8	nt
CNc1ccccc1C(C)(C)c1cc(-c2ccc(F)cc2)no1	-0.7	8.0	-3.7	-0.6	10.2	-2.9	0.3	5.4	-18.2	-0.7
CC1CCCCN1CCCNC(=O)CN1C(=O)CSc2ccc(S(=O)(=O)N3CCOCC3)cc21 (stereo not drawn)	-1.6	-4.3	13.0	2.5	50.2*	-0.5	-7.8	8.4	14.4	0.4
CC(CCN1CCN(c2ccccc2)CC1)c1ccccc1 (stereo not drawn)	1.1	7.4	?	1.8	-7.4	1.0	nt	-27.4	4.6	-1.7
CCCn1c(SCC(=O)N(CC)c2c(N)n(Cc3ccccc3)c(=O)[nH]c2=O)nnc1-c1ccncc1	-2.6	10.8	-6.4	4.1	nt	0.0	nt	-4.2	-5.0	nt
CCCOc1ccc(/C=N/NC(=O)c2c(-c3ccccc3)noc2C)cc1OC	3.3	12.7	-1.5	2.4	-13.3	0.7	-4.6	nt	-1.8	3.2
COC(=O)C[N+](C)(C)CC#Cc1ccccc1	nt	0.4	1.3	-2.4	1.0	2.0	-5.9	1.3	-12.5	2.6
COc1cccc2cc(C(=O)C3=C(O)C(=O)N(CCN4CCOCC4)C3c3ccc(C(C)(C)C)cc3)oc12 (stereo not drawn)	-3.0	13.0	-0.3	6.1	-3.0	-0.2	7.3	0.1	25.2	-1.9

Three compounds from above, arranged by formula weight, low to high.
SMILES	BioA inh	GDH-TPI inh	BoNT F protease	FBA Mtb inh	VHR inh abs	FadD28 FP inh	Rv3671c protease	MazEF act	CCHFV vOTU inh	UGM FP inh
COc1ccc(/C=C2/C(=O)ON=C2C)cc1Cl	-1.5	1.0	-13.2	1.5	-16.2	-1.5	11.8	-5.7	-8.0	-0.2
CCCOc1ccc(/C=N/NC(=O)c2c(-c3ccccc3)noc2C)cc1OC	3.3	12.7	-1.5	2.4	-13.3	0.7	-4.6	nt	-1.8	3.2
COc1ccc(NS(=O)(=O)c2cccc(Cl)c2)cc1S(=O)(=O)N1CCCCC1	-1.7	1.2	4.3	-1.6	4.6	1.6	-5.3	-4.6	-13.7	4.1

Some of the entries so far, with bars between the fields:
structure | BioA inh | GDH-TPI inh | BoNT F protease | FBA Mtb inh | VHR inh abs | FadD28 FP inh | Rv3671c protease | MazEF act | CCHFV vOTU inh | UGM FP inh
CN(CC(=O)Nc1cccc(F)c1)C(=O)c1ccc2c(c1)CC(c1ccccc1)OC2=O (stereo not drawn) | 2.5 | 0.0 | -1.0 | 3.6 | nt | -2.2 | nt | -0.7 | 1.3 | nt
Cn1cnc(S(=O)(=O)N2CCN(c3ccccc3)CC2)c1 | -4.6 | 0.9 | -4.5 | 7.8 | 18.4 | -0.2 | -6.8 | -22.0 | -5.6 | -0.7

New compounds follow.
SMILES	BioA inh	GDH-TPI inh	BoNT F protease	FBA Mtb inh	VHR inh abs	FadD28 FP inh	Rv3671c protease	MazEF act	CCHFV vOTU inh	UGM FP inh
COc1ccc(/C=C/C(=O)OCC(=O)N2CCc3ccccc32)cc1	-2.4	5.6	-1.9	0.3	nt	nt	3.9	-5.6	-7.2	0.1
O=C1C2C3C=CC(CC3)C2C(=O)N1c1ccc(Br)cc1 (stereo not drawn)	0.5	7.1	4.0	3.1	nt	-1.4	nt	-21.4	-12.4	nt
COc1ccc(Nc2nc(N/N=C/c3ccc(N(C)C)cc3)nc(C)c2[N+](=O)[O-])cc1	nt	24.1	1.0	-4.6	1.3	-0.8	-3.5	-1.0	-4.9	5.6
CCN(CC)S(=O)(=O)c1cccc(NC(=O)c2ccc(Sc3nncn3C)c([N+](=O)[O-])c2)c1	-0.2	18.2	-9.0	1.7	-6.4	0.8	-2.7	-1.4	-0.9	0.6
N=c1c2c3c(sc2ncn1CCCO)CCCC3	-0.1	-1.5	-2.0	-0.6	7.8	-2.7	-4.6	0.3	-7.2	nt
CCN=C1SC(C(=O)Nc2ccccc2)CC(=O)N1CC (stereo not drawn)	nt	4.9	1.9	-1.1	18.8	-3.1	0.7	-2.0	3.7	-0.6
CN(C)CCNC(=O)/C(=N\O)c1ccccn1	nt	10.9	-1.7	0.8	23.4	-0.6	-6.2	1.8	4.9	-2.7
CN(Cc1ccccc1)C(=O)c1cnc(Cc2c[nH]c3ccccc23)c(I)c1	-5.1	23.7	-5.0	1.3	nt	-1.6	nt	nt	3.7	nt
O=C(O)C1(c2ccccc2)CCN(S(=O)(=O)c2cccs2)CC1	-1.6	-2.5	-3.4	2.4	20.4	0.3	-10.0	-9.8	11.6	-2.1
O=C(Nc1ccccc1C(F)(F)F)N1CCC(N2CCCCC2)CC1	nt	9.1	-2.8	0.5	18.8	-0.8	1.1	2.6	-4.8	-2.2
NC(=O)c1ccsc1NC(=O)c1ccc([N+](=O)[O-])o1	0.3	4.4	nt	-3.9	nt	1.0	-2.0	6.8	8.3	2.3
CN(CC(=O)Nc1ccc(SC(F)F)cc1)C1CCCCC1	nt	-5.4	7.5	0.8	6.3	-4.8	4.4	0.7	4.9	2.5
CC(C)OCCCN1CN(S(=O)(=O)c2ccc(Cl)cc2)c2nc3ccccc3nc21	0.8	24.4	6.7	13.7	-2.0	2.0	-1.4	-3.7	-6.9	-1.0
COc1ccc(CC(=O)NNC(=S)NCC2CC2)cc1OC	4.4	2.2	-7.1	4.9	-11.7	-1.3	5.7	0.6	-0.6	-1.8
O=C(COc1ccccc1)N1CCN(c2ncccn2)CC1	nt	1.9	-5.2	5.7	-11.7	0.4	2.8	0.6	4.2	-0.4
O=C(N/N=C/C=N/NC(=O)c1ccco1)c1ccco1	-0.3	53.9*	-9.3	-1.1	5.4	0.4	4.3	4.4	7.5	0.7
C/C(CC1CC(C)OC1=O)=N\NC(N)=S (stereo not drawn)	nt	3.9	3.7	-0.4	-12.5	-0.2	1.8	1.2	2.7	-1.8
CCc1c(C2(O)CCCCC2)[nH]c2ccc(C(F)(F)F)cc12	5.4	0.0	4.2	1.7	13.4	-5.9	8.1	4.6	3.5	-1.8
Cc1ccc(C)c(CN2CCC(n3nccc3NC(=O)CCCc3ccccc3)CC2)c1	1.0	-0.7	4.9	-0.9	27.9	-5.6	1.1	1.4	-1.8	0.4
Cc1cc(C)c(NC(=O)/C(C#N)=C/c2ccc(OCc3ccc(F)cc3)cc2)c(C)c1	0.2	9.8	4.7	0.4	-30.2	-0.7	-18.6	3.8	7.3	0.9
O=C(Cc1ccc(Br)cc1)NCCc1ccc(Cl)cc1Cl	-1.9	4.2	0.9	1.8	7.8	-2.7	-1.3	-4.6	0.1	0.6
S=C(c1c[nH]c2ccccc12)N1CCOCC1	0.9	1.6	-1.8	2.4	6.9	-0.4	3.9	12.8	2.1	-3.2
c1ccc(C[C@H]2CNCCN2CCc2cccc3ccccc23)cc1	-0.3	8.5	-28.2	2.7	nt	-2.6	-2.2	19.3	-7.0	-1.0
O=C1CN(C(=O)COc2ccc(Br)cc2)c2ccccc2N1	nt	-9.6	-3.9	1.5	-5.3	-4.4	0.1	-4.7	0.5	-0.3
O=C(Nc1cc(S(=O)(=O)N2CCOCC2)ccc1Cl)c1ccc(=O)[nH]c1	-0.9	-4.9	-2.4	-1.0	nt	-3.4	nt	1.0	-45.9	nt
CCCn1c(N)c(N(CCOC)C(=O)c2ccc(N3CCCC3=O)cc2)c(=O)[nH]c1=O	nt	6.4	?	1.3	nt	-3.6	2.4	6.9	-8.0	-1.1
COc1ccc(CNC(=O)CCCn2nc(C)c3c(C)n(-c4ccc(C)cc4)nc3c2=O)cc1OC	15.9	-5.9	-5.6	-4.0	12.8	-1.9	3.3	13.4	1.0	2.9
CC1(c2ccc3ccccc3c2)NC(=O)N(CC(=O)N2CCN(Cc3ccc(C#N)cc3)CC2)C1=O (stereo not drawn)	nt	3.9	nt	2.7	nt	-2.2	nt	-1.0	nt	nt
Cc1cccc(NC(=O)C2(C)CC3c4ccccc4C2c2ccccc23)c1C (stereo not drawn)	nt	7.2	3.2	-0.4	13.6	0.2	-8.6	7.6	2.6	3.2
CCOc1ccc(C(C)NC(=S)NCc2ccc(Cl)cc2)cc1 (stereo not drawn)	nt	-3.5	5.0	-0.9	-6.6	-2.8	-6.2	-32.9	6.8	-0.8
Cc1ccc(S(=O)(=O)N2CCN(C(=O)Cc3c(F)cccc3Cl)CC2)cc1	nt	0.0	-4.1	-0.8	nt	-0.6	2.9	3.9	-3.7	-0.5
O=c1[nH]c(CSc2ccccn2)nc2c1oc1ccccc12	nt	2.2	0.3	5.5	40.3	-2.7	-4.8	1.2	3.5	2.0
COc1ccc(N2C(S)=C(C#N)C(=O)NC23CCCCC3)cc1	nt	7.3	-5.4	0.4	7.5	-1.2	1.2	-11.7	-7.7	2.3
O=C1C2C3C=CC(C3)C2C(=O)N1c1ccc(N2CCN(c3ccccn3)CC2)c([N+](=O)[O-])c1 (stereo not drawn)	-1.3	2.6	-9.3	0.7	23.4	-1.3	4.3	-2.1	0.5	-1.0
Cc1ccc(CS(=O)(=O)Cc2ccc(C(=O)NCC3CCCO3)o2)cc1 (stereo not drawn)	-0.2	5.7	-1.1	-0.8	23.2	-0.4	-0.9	-0.2	-2.5	-0.5
COc1ccc(-n2c(=O)c3c4c(sc3n(CC(=O)Nc3cc(C)[nH]n3)c2=O)CCC4)c(OC)c1	nt	0.3	0.5	-7.2	-2.9	-4.8	-3.2	3.9	4.0	-1.6
CC1(C)Oc2ccc(C(=O)N3CCCC3)cc2N(CC(=O)NCc2ccccc2)C1=O	-0.7	-0.9	-10.3	2.9	14.7	-0.3	1.9	5.2	10.2	-1.6
COc1ccc(CC(=O)n2nc(-c3ccc(Cl)cc3)nc2NCc2ccco2)cc1	-0.7	7.0	-5.6	-1.7	21.3	-1.9	-1.7	-1.5	-17.9	3.1
O=C(NCc1ccc(F)cc1)c1ccccc1OCc1ccccc1	1.0	0.0	-5.6	-1.0	-6.9	-3.2	-1.6	-1.2	3.8	-0.7
